# Bioassay records (PubChem)
# tim23-1 inh: tim23-1 yeast growth inhibition; 330,000 compounds, 1.3% hits; inhibition, % at 20 µM; S. cerevisiae tim23-1 growth, BacTiter-Glo luminescence, 24 h;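 active means growth inhibition of the mutant yeast at or above 50%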;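 further: temperature-sensitive mutant grown at 25 °C; plate controls were DMSO-treated mutant yeast for no effect and medium wells lacking yeast for full effect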
# UPR CHOP act: activators of apoptotic arm of unfolded protein response (CHOP) | CHO-CHOP luciferase reporter, UPR activation, luminescence; percent of tunicamycin response over DMSO baseline | activation, % at 10 µM | 330,000 compounds, 0.34% hits | AID 449763;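 active means at 10 µM dose, activation of 40% or more, normalized to positive control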;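 further: 100% = tunicamycin at 10 µg/mL and 0% = DMSO alone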
#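 measured by = luciferase luminescence | assay system = CHO-CHOP cells, stable luciferase reporter of PERK-eIF2a-CHOP signalling | amount = 500 reporter cells seeded per well | timing = 6 h compound exposure at 37 °C after overnight seeding | controls = positive tunicamycin 10 µg/mL, negative DMSO alone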
# XBP1 UPR activ: activators of adaptive arm of unfolded protein response (XBP1); activation, % at 20 µM; AID 463104; CHO-XBP1 luciferase reporter, IRE1-XBP1 UPR activation, luminescence; percent of tunicamycin response, DMSO as zero; 330,000 compounds, 0.33% hits;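 active means versus positive control, 20 µM dose yields 30% or more activation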;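 further: 100% = tunicamycin at 10 µg/mL and 0% = DMSO only wells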
#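 Assay system: IRE1-XBP1 luciferase reporter CHO line. Input: 1000 cells/well. Buffer or medium: F12 with 10% serum. Doses: 20 µM, 1% DMSO. Times: overnight seeding at 37 °C, 6 h compound treatment at 37 °C. Technique: Steady-Glo luciferase glow luminescence, 10 min after reagent addition.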
# tim10-1 inh: growth inhibitors of tim10-1 mutant yeast. AID 463190. 330,000 compounds, 2.2% hits. S. cerevisiae tim10-1 ts strain growth, BacTiter-Glo, 24 h. inhibition, % at 20 µM;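 active means inhibition of at least 40%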;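 further: mutant grown at 25 °C; 0% = DMSO wells with yeast and 100% = wells holding no yeast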
# 697 NFkB inh: lowers PMA/ionomycin-induced NF-kB signal in 697 B cells; 697 B-cell NF-kB luciferase reporter, 16 h; inhibition, % at 4 µM; 330,000 compounds, 0.33% hits; AID 435022; in the data active means inhibition above about 35%
# TIM10 inh: inhibits growth of TIM10 yeast strain | inhibition, % at 10 µM | AID 463195 | 330,000 compounds, 1.4% hits | S. cerevisiae TIM10 strain growth, BacTiter-Glo luminescence, 24 h;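 active means inhibition of 40% or more at the single tested concentration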;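 further: wild-type TIM10 isogenic control strain grown at permissive 25 °C; 0% = DMSO yeast wells and 100% = minimal medium wells without yeast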
# Mdm2-MdmX inh: inhibitors of human Mdm2/MdmX interaction | SaOS-2 split-luciferase Mdm2/MdmX complementation, luminescence | inhibition, % at 8 µM | O15151+Q00987 | 330,000 compounds, 3% hits | AID 485346;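 active means inhibition of at least 50% at 8 µM in the primary screen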
# Target sequence (O15151 whole entry, looked up): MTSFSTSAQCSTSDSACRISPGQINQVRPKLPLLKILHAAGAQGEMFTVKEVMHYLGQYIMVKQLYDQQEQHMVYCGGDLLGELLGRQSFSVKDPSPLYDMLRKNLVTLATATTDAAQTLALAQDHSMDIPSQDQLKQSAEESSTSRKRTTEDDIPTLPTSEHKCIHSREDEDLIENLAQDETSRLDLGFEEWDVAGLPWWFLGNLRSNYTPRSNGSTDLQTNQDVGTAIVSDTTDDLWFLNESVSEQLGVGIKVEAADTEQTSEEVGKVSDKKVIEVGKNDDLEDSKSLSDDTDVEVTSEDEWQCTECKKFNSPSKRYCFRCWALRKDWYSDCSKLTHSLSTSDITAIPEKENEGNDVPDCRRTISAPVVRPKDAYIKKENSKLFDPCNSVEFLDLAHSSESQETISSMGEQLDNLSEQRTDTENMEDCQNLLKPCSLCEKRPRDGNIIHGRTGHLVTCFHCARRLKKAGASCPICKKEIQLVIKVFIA
# Target sequence (Q00987 whole entry, looked up): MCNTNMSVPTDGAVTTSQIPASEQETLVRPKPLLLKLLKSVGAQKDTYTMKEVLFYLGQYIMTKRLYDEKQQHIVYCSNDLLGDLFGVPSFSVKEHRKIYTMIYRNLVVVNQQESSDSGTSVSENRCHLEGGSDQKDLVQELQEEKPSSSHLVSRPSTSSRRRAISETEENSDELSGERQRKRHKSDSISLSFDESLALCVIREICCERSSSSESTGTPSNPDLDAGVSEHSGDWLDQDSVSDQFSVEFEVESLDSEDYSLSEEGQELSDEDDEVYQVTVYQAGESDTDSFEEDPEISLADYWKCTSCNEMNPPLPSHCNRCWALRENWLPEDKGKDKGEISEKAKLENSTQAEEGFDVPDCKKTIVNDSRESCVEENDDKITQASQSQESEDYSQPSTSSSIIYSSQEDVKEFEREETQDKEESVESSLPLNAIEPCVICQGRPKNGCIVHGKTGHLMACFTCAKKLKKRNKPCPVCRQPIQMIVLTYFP
# Jurkat NFkB inh: inhibitors of the PMA/ionomycin-induced NF-kB reporter in Jurkat cells. PMA/ionomycin-induced NF-kB luciferase reporter, luminescence. inhibition, % at 4 µM. 330,000 compounds, 0.53% hits. AID 435003; in the data active means inhibition above about 50%
# Active calls of the source: *.
SMILES	tim23-1 inh	UPR CHOP act	XBP1 UPR activ	tim10-1 inh	697 NFkB inh	TIM10 inh	Mdm2-MdmX inh	Jurkat NFkB inh
Cc1nc2cc(C(F)(F)F)ccc2n1C1CCN(CC(=O)N2CCOCC2)CC1	-2	3.5	1	20	4	-15	3	-9
O=C(c1cccc(N2CCCC2=O)c1)N1CCN(c2ccccc2)CC1	7	-0.5	-6	7	6	-10	8	3
COc1ccc(S(=O)(=O)N/N=C(/C)c2ccncc2)cc1OC	0	-0.3	-5	-4	-21	4	-2	5
CC(Sc1sc(=S)sc1SC(C)C(=O)O)C(=O)O (stereo not drawn)	-5	-0.3	0	-17	11	-1	23	5
CC(Oc1ccc(Cl)cc1Cl)C(=O)NCc1ccncc1 (stereo not drawn)	25	-0.3	13	5	-9	10	12	-10
CCN(CC)C(=O)C1=C(C)NC(=O)NC1c1ccccc1F (stereo not drawn)	12	0.5	-1	5	-10	-2	-10	6
O=C(NC1=NCCS1)c1cccc(NC(=O)c2ccco2)c1	-21	0.0	-1	-1	-17	8	19	4
CCOC(=O)c1cnc2c(CC)cccc2c1NCCCN1CCOCC1	15	1.6	-4	5	-14	5	-2	6
COc1cccc(N(CC(=O)N2CCc3ccccc3C2)S(C)(=O)=O)c1	16	-1.4	1	16	23	10	-23	11
CCN(CC)c1ccc(C=C2C(=O)OC3(CCCCC3)OC2=O)cc1	13	2.4	-2	-6	7	-6	-2	3
Cn1c(=O)n(C)c2cc(N3CCCC3)c(NC(=O)c3cccc(F)c3)cc21	27	2.6	-4	30	-4	6	3	7
NC(=O)CSc1c[nH]c2ccccc12	-8	-1.6	-2	7	-8	12	-23	-5
COc1ccc(CN(C)CC(O)COc2ccc(-c3ccccc3)cc2)cc1OC (stereo not drawn)	-15	1.7	10	-37	-13	2	9	-13
O=C1c2ccccc2C(=O)N1CC(O)COCc1ccccc1 (stereo not drawn)	-6	-1.0	-3	-5	1	-8	8	-11
COc1ccccc1N(C(=O)c1cncc(Br)c1)c1nc(-c2ccc(C)cc2)cs1	17	-1.8	-1	20	-28	31	-4	-18
CC(CCc1ccccc1)NC(=O)C(=O)NCCc1ccccc1 (stereo not drawn)	-6	0.9	-1	2	7	-2	11	8
N#Cc1cnn2c1nc(N1CCOCC1)c1ccccc12	-2	-2.3	18	17	36*	4	16	-2
COc1ccc(NS(=O)(=O)c2cccc(C(=O)NNC(=O)CNC(=O)c3ccccc3)c2)cc1	0	0.7	-3	2	-1	2	-27	7
CC(=O)NC(CCS(C)(=O)=O)C(=O)Nc1cccc(C)c1C (stereo not drawn)	7	3.3	-4	-4	15	-4	-3	10
N#Cc1cccc(C(c2nnnn2Cc2ccccc2)N2CCCC2)c1 (stereo not drawn)	2	-0.6	-3	7	-7	-2	21	4
Cc1ccc(C(=O)NC2CC(=O)N(c3ccc4c(c3)OCCO4)C2)cc1[N+](=O)[O-] (stereo not drawn)	-3	2.7	-3	-26	13	-16	2	4
COc1ccc(-c2cc(C#N)nc(Cl)n2)cc1	41	5.1	30*	21	24	0	68*	9
CCOc1ccccc1N(CC(=O)Nc1ccc2c(c1)OCCO2)S(C)(=O)=O	20	-1.3	-2	27	4	-10	23	-12
COC(=O)COc1nsnc1N1CCOCC1	-4	-1.8	4	2	30	3	26	2
COc1ccc(C2(O)CCN(CC(=O)Nc3nc(-c4ccccc4)cs3)CC2)cc1	47	1.3	1	35	-9	52*	5	9
O=c1c2cc(Br)ccc2[nH]c(=S)n1Cc1cccnc1	-48	-3.4	-1	12	1	-28	17	-10
COc1ccc(N2CCN(C(=O)CSc3ncccc3-c3nc4ccccc4[nH]3)CC2)cc1	42	-0.7	-1	34	-24	39	-3	5
ClC1(Cl)CC1Cn1cnc2ccccc21 (stereo not drawn)	1	-0.9	2	25	-11	-6	6	-2
O=C(CCC1CCCNC1)c1ccccc1 (stereo not drawn)	17	4.9	-1	8	-2	-1	10	4
CC(Sc1nnc(C(C)N(C)C)n1-c1ccc(Cl)cc1)C(=O)Nc1ccc2c(c1)OCO2 (stereo not drawn)	-2	0.7	-1	21	3	19	7	5
O=C(COC(=O)c1cccc(NS(=O)(=O)c2ccc(F)c(F)c2)c1)NC(=O)NC1CCCC1	6	0.0	-1	14	0	12	10	3
O=C(Nc1cccnc1)c1ccc(F)c(S(=O)(=O)N2CCOCC2)c1	6	-0.6	4	7	16	-9	16	-6
Cc1ccc(Oc2nc3ccccn3c(=O)c2/C=C(\C#N)C(=O)NC2CCS(=O)(=O)C2)c(C)c1 (stereo not drawn)	17	0.0	-10	-4	0	6	-6	11
CC1=NN(c2ccccc2)C(=O)/C1=C/c1c(O)n(-c2ccc(F)cc2)[nH]c1=O	33	8.3	0	26	-9	16	-9	-11
CN(C)S(=O)(=O)c1cccc(NC(=O)CNCC2CCCCC2)c1	15	2.4	-3	-18	-23	1	-16	-12
Cc1nc2ccc(S(=O)(=O)NCC(=O)N3CCc4ccccc43)cc2s1	18	-1.3	0	22	11	-2	14	-1
CCOc1cc2c(cc1/C=C(/C#N)c1ccc(C(=O)O)cc1)OCO2	11	-1.6	-5	-11	-6	-9	11	12
COc1cc(C(=O)N(Cc2ccc(F)cc2)C2CCS(=O)(=O)C2)cc(OC)c1OC (stereo not drawn)	-8	2.3	0	4	2	12	14	2
N#Cc1c(SCC(=O)Nc2cccc(F)c2)sc2c(O)cc(=O)[nH]c12	-1	-2.1	-5	-9	20	0	30	10
CC1=C(C(=O)OC(C)(C)C)C(c2cccc3ccccc23)NC(=O)N1 (stereo not drawn)	2	1.1	0	19	-35	1	-12	-4
CCN(CC(=O)NCc1ccc(F)cc1)C(=O)/C=C/c1ccc(S(=O)(=O)N(CC)CC)cc1	6	-0.6	0	7	-3	-8	1	46
Cc1cc(-c2csc3ncnc(N4CCN(C)CC4)c23)cc(C)c1C	1	3.5	2	3	-1	18	36	-14
CCC1CN(C(=O)NCc2ccc(C)cc2)c2cc(Cl)ccc2O1 (stereo not drawn)	31	-1.4	-4	26	1	-5	10	-5
CCc1ccc(NC(=O)CSc2nnc(COc3ccc4c(c3)CCCC4)o2)cc1	4	1.8	-5	15	2	10	-25	-7
O=C(NCC(c1ccc(F)cc1)N1CCOCC1)c1ccco1 (stereo not drawn)	17	-0.4	-1	17	-11	-3	-1	-6
COc1ccc(/C=C/c2ccccc2)cc1[C@H]1[C@@H]2C=CCC[C@@]2(C)C(=O)N1Cc1ccccc1	10	7.3	3	20	31	3	16	9
CN(C)C(CNC(=O)c1ccc(OCc2cn3ccccc3n2)cc1)c1ccco1 (stereo not drawn)	1	4.4	10	-4	-4	-13	5	-14
CC(=O)Nc1ccc(SCC(=O)N(C)C2CCS(=O)(=O)C2)cc1 (stereo not drawn)	9	-1.2	-2	-6	5	2	0	9
CCn1ccnc1CN(C)Cc1nc(-c2cccc(Cl)c2)no1	14	1.6	0	28	-32	8	17	-24
COc1ccc(CN(CC(=O)NCc2ccc(F)cc2)C(=O)c2ccco2)cc1	-5	1.0	2	-18	-18	-9	21	-17
COc1ccc(C(=O)N2CCN(S(=O)(=O)c3ccc4c(c3)OCCO4)CC2)cc1OC	10	-0.7	-1	10	7	9	1	11
Cc1ccc(Nc2nc(N)nc(CN3CCN(c4ccccc4)CC3)n2)cc1Cl	45	0.3	5	45*	4	22	11	1
COc1ccc(-c2[nH]ncc2CNCc2cc(C)n(C)n2)c(F)c1	-3	-0.9	-2	4	-5	-3	10	7
CNC(=O)c1ccc(-n2cccn2)nc1	10	-0.6	-4	-6	17	12	-10	7
Cc1cccc(NS(=O)(=O)c2c(C(=O)N3CCOCC3)c(C)n(C)c2C)c1C	6	-0.2	1	-13	8	3	15	2
CC(C)=CCC/C(C)=C/COc1c2occc2cc2ccc(=O)oc12	8	-0.5	-5	-2	-20	5	16	-2

# Next part
SMILES	tim23-1 inh	UPR CHOP act	XBP1 UPR activ	tim10-1 inh	697 NFkB inh	TIM10 inh	Mdm2-MdmX inh	Jurkat NFkB inh
COc1ccc(-c2oc3ncn(Cc4ccco4)c(=N)c3c2-c2ccc(OC)cc2)cc1	48	1.3	-2	42*	-24	49*	49	12
Nc1cc(=O)[nH]c(SCC(=O)N2CCN(S(=O)(=O)c3ccc4ccccc4c3)CC2)n1	10	-0.7	3	12	14	-11	-2	-15
CCOC(=O)C1(P(=O)(c2ccccc2)c2ccccc2)CCC1	19	-4.1	6	20	16	1	16	5
Nc1cccc(NC(=O)CN2CCOCC2)c1	-10	1.7	-1	5	11	1	10	13
COC(=O)c1ccc(NC(=O)C2CCCN(S(=O)(=O)c3cnc[nH]3)C2)cc1 (stereo not drawn)	8	0.8	0	8	4	5	19	-2
Cn1c(C(=O)N2CCCC(C(=O)c3ccc(C(F)(F)F)cc3)C2)cc(=O)n(C)c1=O (stereo not drawn)	3	-1.5	-1	8	14	-7	-23	-7
O=C(NCc1ccc(F)cc1)C1CCC(=O)N1C1CCCCC1 (stereo not drawn)	-12	-1.1	-4	-11	1	-7	-13	-12
COc1ccc(S(=O)(=O)N2CCCC(C(=O)N3CCN(c4ccccc4)CC3)C2)cc1Cl (stereo not drawn)	9	2.1	-2	12	-12	-7	29	-17

# Some of the entries above, set out differently:
Structure: O=C(c1cccc(N2CCCC2=O)c1)N1CCN(c2ccccc2)CC1
  tim23-1 inh: 7; UPR CHOP act: -0.5; XBP1 UPR activ: -6; tim10-1 inh: 7; 697 NFkB inh: 6; TIM10 inh: -10; Mdm2-MdmX inh: 8; Jurkat NFkB inh: 3

Structure: COC(=O)COc1nsnc1N1CCOCC1
  tim23-1 inh: -4; UPR CHOP act: -1.8; XBP1 UPR activ: 4; tim10-1 inh: 2; 697 NFkB inh: 30; TIM10 inh: 3; Mdm2-MdmX inh: 26; Jurkat NFkB inh: 2

Structure: COc1ccc(C2(O)CCN(CC(=O)Nc3nc(-c4ccccc4)cs3)CC2)cc1
  tim23-1 inh: 47; UPR CHOP act: 1.3; XBP1 UPR activ: 1; tim10-1 inh: 35; 697 NFkB inh: -9; TIM10 inh: 52*; Mdm2-MdmX inh: 5; Jurkat NFkB inh: 9

Structure: CC(=O)Nc1ccc(SCC(=O)N(C)C2CCS(=O)(=O)C2)cc1 (stereo not drawn)
  tim23-1 inh: 9; UPR CHOP act: -1.2; XBP1 UPR activ: -2; tim10-1 inh: -6; 697 NFkB inh: 5; TIM10 inh: 2; Mdm2-MdmX inh: 0; Jurkat NFkB inh: 9

# Remaining list, next part
SMILES	tim23-1 inh	UPR CHOP act	XBP1 UPR activ	tim10-1 inh	697 NFkB inh	TIM10 inh	Mdm2-MdmX inh	Jurkat NFkB inh
COc1cc2c(cc1NC(=O)COC(=O)[C@@H](NC(=O)c1ccccc1)C(C)C)oc1ccccc12	22	1.8	-1	15	-26	24	-28	-82
Cc1ccc(Cl)cc1N1CCN(C(=O)c2ccc3nc[nH]c3c2)CC1	40	-2.0	1	31	8	48*	21	11
COc1ccccc1C(=O)Nc1ccc(NC(=O)C2CCCCC2)nc1	3	0.0	4	-12	-2	-26	11	-11
CCCn1nnnc1SCC(=O)N(C(C)C)C(C)C	19	-0.7	-2	33	-26	-2	-19	-5
COc1ccc2cc(C(=O)Nc3ccc(Cl)cc3)sc(=O)c2c1OC	-35	2.8	1	-4	2	-1	19	-9
COc1cc(/C=C/C(=O)OCC(=O)NNC(=O)c2cc(Cl)ccc2OC)ccc1O	3	-0.5	0	-1	-9	10	9	-3
CC(C)(C)C(=O)Nc1c(Br)c(C2CC2)nn1-c1ccccc1	17	0.4	-1	17	6	17	7	11
Cc1c(CN2CCCCC2)c(O)n(CCO)c(=O)c1C#N	5	-2.9	-2	2	13	6	-12	-7
COc1ccc(CN2C(=O)c3cccnc3C2=O)cc1S(=O)(=O)NCc1ccc(C)o1	-2	2.6	-4	10	23	-6	21	8
c1cncc(-c2nc(N3CCCCCC3)c3ccccc3n2)c1	44	1.5	4	50*	-3	26	4	15
O=C1c2ccccc2C(=O)N1c1ccc(Cc2ccncc2)cc1	11	3.5	4	12	-18	11	9	-7
